NPSR antagonist – qHTS Assay for Antagonists of the Neuropeptide S Receptor: cAMP Signal Transduction; CHO-NPSR cells, cAMP TR-FRET, antagonist mode; AID 1461, 2008; 220,000 compounds, 1% hits; Potency, µM (top dose mostly 38.3 µM), for the others: top-dose activity change, negative = inhibition, usual class: inhibitors; note: potency is the fitted concentration of half-maximal effect; % is set by controls: 0 for no effect and ±100 for the full control effect; nearly all actives have a fitted effect of over 50% in size; many of its hits are not listed in these tables
Target sequence (Q6W5P4 whole entry, looked up): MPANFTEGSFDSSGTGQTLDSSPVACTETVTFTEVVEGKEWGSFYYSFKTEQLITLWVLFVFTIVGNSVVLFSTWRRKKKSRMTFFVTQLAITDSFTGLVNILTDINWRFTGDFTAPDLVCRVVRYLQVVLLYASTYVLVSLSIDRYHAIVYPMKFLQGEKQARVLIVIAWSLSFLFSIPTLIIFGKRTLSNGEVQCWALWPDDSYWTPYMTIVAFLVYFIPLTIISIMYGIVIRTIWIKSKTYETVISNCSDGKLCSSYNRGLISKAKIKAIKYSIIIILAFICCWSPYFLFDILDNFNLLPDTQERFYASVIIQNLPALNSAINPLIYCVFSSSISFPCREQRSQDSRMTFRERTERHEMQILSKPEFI
Luc counter – Counterscreen for Luciferase (Kinase-Glo TM) Inhibition. AID 1379, 2008. 200,000 compounds, 0.28% hits. Kinase-Glo luciferase, ATP luminescence, 8 min. Potency, µM (series often up to 38.3 µM), without a hit: top-dose activity change, negative = inhibition, most hits filed as inhibitors. Luciferin 4-monooxygenase (Photuris pensylvanica), Q27757; note: potency is the fitted concentration of half-maximal effect; % is set by controls: 0 for no effect and ±100 for the full control effect; nearly all actives have a fitted effect of over 60% in size
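Inhibition of Kinase-Glo luciferase light generation was assessed at 10 uM ATP in pH 7.2 imidazole buffer, with luminescence measured after eight minutes at ambient temperature.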
Epigenetic derep – Quantitative High-Throughput Screen for Regulators of Epigenetic Control; murine LDR cells, GFP reporter derepression, 30 h; Potency, µM (titrated, usually from 53.9 µM), inactives show at the top dose GFP activation, most hits filed as activators; 280,000 compounds, 0.2% hits; note: potency is the fitted concentration of half-maximal effect; % of control where 0% means no effect; nearly all actives have a fitted effect of over 60% in size
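GFP-positive cell count by laser-scanning cytometry (objects 20–120 um) after 30 h, 37 C compound exposure of murine LDR cells; reporter is CMV-GFP integrated at a silenced locus, inducible by HDAC or DNMT inhibitors.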
HttQ103 aggreg – qHTS Multiplex Assay to Identify Dual Action Probes in a Cell Model of Huntington: Aggregate Formation (GFP). AID 1688, 2009. Potency, µM (highest dose often 46.1 µM), for inactives: top-dose activity change, negative = inhibition, actives largely listed as inhibitors. PC12 HttQ103-GFP aggregates, Acumen cytometry, 40 h. 220,000 compounds, 1.1% hits; note: potency is the fitted concentration of half-maximal effect; % is set by controls: 0 for no effect and ±100 for the full control effect; nearly all actives have a fitted effect of over 60% in size
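Steps: seed 1500 PC12 HTTQ103-GFP cells/well; add tebufenozide, 100 nM final; add compound titration; add ATPLite reagent; quantify GFP aggregates by laser scanning cytometry.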
LMNA splice mod – qHTS Assay for Modulators of Lamin A Splicing; Potency, µM (doses to about 46.1 µM), for inactives: at the top dose ratio change, negative = inhibition, actives largely listed as inhibitors; HeLa LMNA splicing GFP/RFP minigene ratio, 48 h; 200,000 compounds, 0.01% hits; active = well fitted inhibition curve with a large enough effect in the signal ratio, with a control signal flat, not every such curve was filed as active; inconclusive = small, poorly fitted or top-dose-only effect, or effect the other way, or a change in a side signal; the % refers to the signal ratio; note: potency is the fitted concentration of half-maximal effect; % is set by controls: 0 for no effect and ±100 for the full control effect
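S3 HeLa stable clones carrying a lamin A-EGFP splicing minigene plus DsRed2 were seeded at 600 cells/well in Opti-MEM with 2% FBS, pin-dosed and incubated 48 h at 37°C. Acumen cytometry (488 nm) gave the GFP/RFP total-intensity ratio.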
IMPase Li cell – qHTS Assay for Identifying the Cell-Membrane Permeable IMPase Inhibitors: Potentiation with Lithium | CHO-M1 cells, IP1 TR-FRET (IP-One), carbachol + lithium | AID 1457, 2008 | Potency, µM (series often up to 59.4 µM), without a hit: at the top dose activity, negative = IMPase inhibition, most hits filed as inhibitors | 210,000 compounds, 0.35% hits;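 note: IP1 builds up when IMPase is blocked and the TR-FRET signal falls; potency is the fitted concentration of half-maximal effect; plate controls were basal vehicle for no effect and high inhibitor control for full effect; nearly all actives have a fitted effect of over 50% in size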
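CHO-M1, 2000 cells/well, 16–30 h culture; cpd + low Li+, 30 min 37C; lysis with d2-IP1/Eu-anti-IP1 Ab, 10 min RT; TR-FRET 665/620 ratio and 620 channel; AC50 via Hill.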
CBFb RUNX1 block – qHTS Assay for Compounds Blocking the Interaction Between CBF-beta and RUNX1 for the Treatment of Acute Myeloid Leukemia; AlphaScreen CBFb-His/RUNX1-biotin binding, biochemical; Runt-related transcription factor 1 (Homo sapiens) + Core-binding factor subunit beta …; Potency, µM (top dose mostly 59.8 µM), for inactives: at the top dose activity, negative = inhibition, actives largely listed as inhibitors; 230,000 tested, under 10 active; note: % of control where 0% means no effect
Target sequence (Q01196 whole entry, looked up): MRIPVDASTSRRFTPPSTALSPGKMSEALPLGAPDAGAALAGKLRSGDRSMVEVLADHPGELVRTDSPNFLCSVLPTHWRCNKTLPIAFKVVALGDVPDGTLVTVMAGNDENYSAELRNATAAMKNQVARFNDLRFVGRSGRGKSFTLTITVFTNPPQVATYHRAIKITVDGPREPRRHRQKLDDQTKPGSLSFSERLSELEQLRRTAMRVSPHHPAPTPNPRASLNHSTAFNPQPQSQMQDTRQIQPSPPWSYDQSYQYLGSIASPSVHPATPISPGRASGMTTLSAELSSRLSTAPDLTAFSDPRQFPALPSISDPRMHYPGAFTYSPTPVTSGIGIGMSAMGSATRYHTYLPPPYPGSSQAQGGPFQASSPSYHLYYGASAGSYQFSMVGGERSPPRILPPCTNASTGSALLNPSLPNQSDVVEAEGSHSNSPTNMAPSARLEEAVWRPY
Target sequence (Q13951 whole entry, looked up): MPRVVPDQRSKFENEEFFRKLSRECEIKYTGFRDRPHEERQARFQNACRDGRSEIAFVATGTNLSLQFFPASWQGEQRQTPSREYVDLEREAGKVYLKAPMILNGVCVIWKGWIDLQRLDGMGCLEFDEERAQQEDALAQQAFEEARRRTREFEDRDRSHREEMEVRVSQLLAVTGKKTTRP
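Interaction loss through any mechanism counts as activity. Pre-formed complex of His-CBF-beta and biotin-RUNX1 (30 nM apiece) is incubated with compound 15 min, then with 50 ng nickel and 50 ng streptavidin beads for 90 min before AlphaScreen detection.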
Numbers without * were called inactive; ? = inconclusive; / = not tested or not shown; & = joins results of further samples; [ ] = dose if it differs, or a comment. Unless noted, calls come from the whole dose curve; as a rule, active = well fitted curve in the direction sought with a large enough effect; inconclusive = small, poorly fitted or top-dose-only effect, or another doubt; inactive = no such curve, though single readings can be large; an effect the other way counts as inactive or inconclusive. A portion of the library; the hit share may differ from the screen's.

SMILES	NPSR antagonist	Luc counter	Epigenetic derep	HttQ103 aggreg	LMNA splice mod	IMPase Li cell	CBFb RUNX1 block
CNS(=O)(=O)c1cccc(C(=O)OCC(=O)Nc2ccc(-c3nc4ccc(C)cc4s3)cc2)c1	-47%	-3%	-0.3%	22%	/	-14%	-2%
Cc1cccn2c(=O)c3cc(C#N)c(=O)n(-c4c(C)n(C)n(-c5ccccc5)c4=O)c3nc12	11%[46.1 µM]	2%	-1.1%	17%	-4%	7%[38.3 µM]	1%
O=[N+]([O-])c1cc2c(cc1/C=N/Nc1nc(Nc3ccccc3)nc(N3CCCCC3)n1)OCO2	-16%[46.1 µM]	0%	1.3%	4%	7%	-3%[38.3 µM]	-5%
COc1ccc(C=O)cc1Oc1nc(Cl)ncc1F	-24%	-3%	2.5%	-3%[9.22 µM]	3%[46 µM]	4%	0%
CC1CCCN(C(=O)CSc2nc3ccccc3o2)C1 (stereo not drawn)	-12%[46.1 µM]	-4%	-1.2%	12%	16%	-4%[38.3 µM]	-1%
Cc1c(/C=N/NC(=O)CNc2ccccc2)c2ccccn2c1C(=O)c1ccccc1	-7%[46.1 µM]	/	1.8%	-22%	?	/	-4%
O=C(CCNC(=O)c1ccccc1Cl)Nc1nc(-c2ccccc2Cl)cs1	-5%	1%	0.9%	-25%	?	1%	-2%
O=C1OC(Nc2ccccn2)c2ccccc21 (stereo not drawn)	4%[46.1 µM]	0%	0.0%	10%	-5%	1%[38.3 µM]	5%
S=C(NCCc1ccccc1)Nc1ccccc1	-4%	/	-2.8%	-26%[9.22 µM]	/	/	1%
CCCCn1c(SCC(=O)N2CCC(C)CC2)nc2cc(S(N)(=O)=O)ccc21	-9%[46.1 µM]	1%	-1.8%	15%	3%	-2%[38.3 µM]	-4%
CCOC(=O)c1cc(-c2ccccc2)nc2c1c(C)nn2-c1ccccn1	?	18%	-1.0%	?	-11%	30%[38.3 µM]	5%
CCOC(=O)c1ccc(-c2cc(C)no2)[nH]1	16%	1%	-0.1%	-7%	?	-10%	7%
Oc1ccccc1Nc1nc(NCc2ccccc2)c2ccccc2n1	?	1%	-0.8%	?	/	24%	-16%
O=C(N/N=C/c1cccc([N+](=O)[O-])c1)c1cc2c(ccc3ccccc32)o1	1%[46.1 µM]	-2%	7.8%	-11%	9%	-4%[38.3 µM]	-3%
CN(C(=O)CSc1ncnc2sccc12)c1c(N)n(Cc2ccccc2)c(=O)[nH]c1=O	-17%	/	-0.2%	-6%[9.22 µM]	/	/	6%

Reformatted with two lines to a compound: part of the list above.
Results follow in this order: NPSR antagonist | Luc counter | Epigenetic derep | HttQ103 aggreg | LMNA splice mod | IMPase Li cell | CBFb RUNX1 block
> S=C(NCCc1ccccc1)Nc1ccccc1
 : -4% | / | -2.8% | -26%[9.22 µM] | / | / | 1%
> CNS(=O)(=O)c1cccc(C(=O)OCC(=O)Nc2ccc(-c3nc4ccc(C)cc4s3)cc2)c1
 : -47% | -3% | -0.3% | 22% | / | -14% | -2%

(listing goes on)
SMILES	NPSR antagonist	Luc counter	Epigenetic derep	HttQ103 aggreg	LMNA splice mod	IMPase Li cell	CBFb RUNX1 block
COCCn1c(SCc2nc3cc(OC)c(OC)cc3c(=O)[nH]2)nnc1-c1ccncc1	5%[46.1 µM]	-2%	0.0%	1%	4%	1%[38.3 µM]	1%
CCCC[C@@H]1CNC(=S)N1CCC12CC3CC(CC(C3)C1)C2	44%	/	0.8%	2%[9.22 µM]	/	-2%	12%
CC(C)(C)c1ccc(CN2C3=NCCCN3c3ccccc32)cc1	19%[46.1 µM]	-1%	-1.2%	?	?	26%	8%
O=C(CSc1nnc(SCc2ccc(F)cc2)s1)Nc1ccc(C(=O)O)cc1	6%	/	-1.1%	-33%[9.22 µM]	/	/	11%
O=C(Nc1ccc(Cl)c(Cl)c1)C1=Cc2ccccc2OC1	-15%[46.1 µM]	3%	-4.5%	1%[9.22 µM]	-12%	18%[38.3 µM]	19%
COc1ccc(/C=N/NC(N)=S)cc1OC(=O)c1cccc2ccccc12	-25%[46.1 µM]	-4%	0.0%	?	-8%	-5%[38.3 µM]	-22%
COC(=O)[C@@H]1C[C@@H]2CC[C@@H](O)C[C@@H]2N1Cc1ccc(Cl)cc1	6%	-3%	3.6%&-0.4%	18%[9.22 µM]	/	3%	1%&13%
CC(C)(c1ccccc1)c1ccc(OCCN)cc1	8%	0%	2.8%	18%	-23%[46 µM]	-8%	-2%
CCN(CC)CC#CCC(O)(c1ccccc1)C1CCCCC1 (stereo not drawn)	-6%	-1%	-0.1%	16%[9.22 µM]	/	-3%	2%
CCN1CCN(CCC(=O)Nc2ccc3c(c2)OCO3)CC1	-1%[46.1 µM]	-3%	0.0%	-6%	0%	7%	10%
C=CCNc1nc(N)c([N+](=O)[O-])c(NCCO)n1	7%	/	0.0%	16%[9.22 µM]	/	/	11%
COc1ccc(N=C2SC(CC(=O)Nc3ccccc3OC)C(=O)N2Cc2ccco2)cc1 (stereo not drawn)	-6%	4%	-1.3%	-9%	?	2%	-13%
CCOC(=O)c1nc2cc3n(c(CC(C)C)c-2c1C)CC(C)=C3C	-9%[46.1 µM]	-1%	7.0%	-18%	5%	6%	16%
Fc1ccccc1C1c2[nH]c3ccccc3c2CCN1CCCn1cccn1 (stereo not drawn)	?	/	1.1%	7%[9.22 µM]	/	21%	-2%
CC(C)c1ccc(/C=C/C(=O)NC2CCCCC2)cc1	-37%	0%	1.0%	-1%	?	11%	4%
CC(=O)NCCOc1nc(N(C)C)nc(N2CCCCC2)n1	-2%	-4%	0.0%	-4%[9.22 µM]	/	7%	7%
COc1ccc2cc1Oc1ccc(cc1)C[C@H]1c3c(cc4c(c3Oc3cc5c(cc3OC)CCN(C)[C@@H]5C2)OCO4)CCN1C	-4%	4%[39.9 µM]	5.0%&7.0%	-40%[9.22 µM]	/	9%	-20%&-17%
CCC(C)(C)C(=O)Nc1ccc(C(N)=O)cc1	6%[46.1 µM]	20%	0.1%	26%	0%	13%[38.3 µM]	-3%
O=C(Nc1ccc(F)cc1F)C1(c2cccs2)CCOCC1	3%	-2%	3.9%	3%	14%[46 µM]	1%	-9%
Cc1ccc(C2=NOC(C)(c3nnc(-c4ccc(F)cc4)o3)C2)cc1 (stereo not drawn)	4%	/	3.2%	?	/	/	5%
COc1ccc(/C=C2/CCCC(C(=O)C(F)(F)F)=C2O)cc1OC	-2%[7.67 µM]	/	1.4%	-15%[9.22 µM]	/	/	0%
COC(=O)c1cc(NC(=O)CN2CCN(C(C)=O)CC2)cc(C(=O)OC)c1	10%	-1%	1.1%	-8%	19%[46 µM]	-8%	1%
Cc1cc(C)n(CCc2nc(-c3cc4ccccc4o3)cs2)n1	-14%[46.1 µM]	1%	-1.6%	?	?	7%[38.3 µM]	4%
COc1ccc(N2CCN(C(=O)C34CCC(C)(C(=O)C3)C4(C)C)CC2)cc1 (stereo not drawn)	-9%[46.1 µM]	2%	2.0%	-23%	2%	10%[38.3 µM]	-3%
COc1cc(/C=N/Nc2nc(=O)[nH]nc2C)ccc1O	-18%	/	1.2%	-11%[9.22 µM]	/	/	-2%
Cc1cc(N2CCOCC2)nc2ccc(NC(=O)CCC(=O)N3CCC(C)CC3)cc12	-19%[46.1 µM]	/	0.5%	-10%	-1%	/	8%
Cc1onc(-c2c(Cl)cccc2Cl)c1C(=O)N1CCN(c2ncccn2)CC1	-16%	0%	0.0%	-14%[9.22 µM]	/	19%	4%
O=C1CCCC2=C1C(c1ccsc1)CC(=O)N2c1nnc(SCc2ccccc2)s1 (stereo not drawn)	-26%[46.1 µM]	0%	-1.0%	2%	7%	11%[38.3 µM]	-4%
COc1cc2c(=O)n(Cc3ccco3)c(=O)n(CC(=O)c3ccc(Br)cc3)c2cc1OC	-1%[46.1 µM]	0%	-1.6%	13%	-2%	?	11%
Cc1ccc(NC(=O)c2cnn(-c3ccccc3)c2NC(=O)c2ccco2)cc1	-8%[46.1 µM]	-4%	-0.2%	12%	-9%	-6%[38.3 µM]	5%
CC(C)OC(=O)CSc1nnc(-c2ccc(O)cc2)n1Cc1ccccc1	10%[46.1 µM]	0%	1.5%	-20%	-5%	22%[38.3 µM]	4%
Cc1ccc(S(=O)(=O)N2CCN(C(=S)NCc3ccc4c(c3)OCO4)CC2)cc1	-30%	1%	-0.6%	1%[9.22 µM]	-17%[46 µM]	5%	-8%
O=C(N/N=C/c1ccccc1)c1ccc(CN2C(=O)c3cccc4cccc2c34)cc1	-6%	-3%	0.0%	-13%	?	-5%	?
Cc1cccc(NC(=O)C2CCCN2S(=O)(=O)c2ccc(F)cc2)c1C (stereo not drawn)	-8%[46.1 µM]	-3%	-0.1%	12%	-5%	28%[38.3 µM]	-2%
CCOCCSc1nc2c(c(=O)[nH]c(=O)n2C)n1CCCc1ccccc1	-14%[46.1 µM]	-1%	-0.2%	17%	17%	0%[38.3 µM]	4%
COc1ccc(NC(=O)c2cc3ccccn3n2)cc1	-2%[46.1 µM]	-25%	-1.1%	-13%	0%	9%[38.3 µM]	-1%
Cc1ccc(-n2nnnc2SCC(=O)Nc2ncc(Cc3ccccc3Cl)s2)cc1	8%[46.1 µM]	/	-0.9%	9%	-3%	/	8%
Cc1ccc(C)c(N2C(=N)S/C(=C\c3ccc(-c4ccccc4C(=O)O)o3)C2=O)c1	-8%	5%	-6.6%	-4%	9%[46 µM]	4%	-8%
COc1cc(C=O)ccc1OCC(=O)NC(C)(C)C	5%	-3%	-0.9%[10.1 µM]	8%[9.22 µM]	/	-5%	6%
CNc1nc(NC#N)nc(SC)n1	5%	/	0.0%	4%[9.22 µM]	/	/	12%
COc1cc2oc(=O)cc(-c3ccc(-c4ccc(N(C)C)cc4)cc3)c2c(OC)c1OC	/	1%[39.9 µM]	?	/	/	4%	16%
c1ccc(CNc2nc(-c3cccnc3)cs2)cc1	8%	0%	-0.3%	/	/	18%	4%
CCOC(=O)C1(Cc2cccc(Cl)c2)CCCN(C(=O)c2cccnc2)C1 (stereo not drawn)	-7%	-1%	0.0%	41%[9.22 µM]	/	3%	-7%
CCOC(=O)N1CCN(C(=O)c2ccccc2NC(=O)COc2ccccc2C)CC1	-11%[46.1 µM]	-5%	0.7%	6%	-12%	0%[38.3 µM]	-3%
